PTHR1 agonist = qHTS for PTHR1 Agonists: Primary Screen; Potency, µM (doses to about 115 µM), inactives show at the top dose activation, hits mostly activators; actives 0.075% (n = 410,000); HEK293 GP2 PTHR1 cells, GloSensor cAMP luminescence, 1 h; Parathyroid hormone/parathyroid hormone-related peptide receptor (Homo sapiens), Q03431; AID 743266, 2014; note: potency is the fitted concentration of half-maximal effect; nearly all actives have a fitted effect of over 55% in size; some results filed as inactive show a strong effect at the top dose; inactives centre near -15; many of its hits are not listed in these tables
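HEK-293-derived GP2 cells expressing PTHR1 and a GloSensor cAMP reporter, 3,000/well, plated overnight, given luciferin plus IBMX (each 0.5 mM as added) for 1 h at 37 °C, then compound for 1 h at 37 °C. Luminescence was read after 15 min at room temperature.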
D3 antag = qHTS of D3 Dopamine Receptor Antagonist: qHTS | D(3) dopamine receptor (Homo sapiens), P35462 | D3R cells, DiscoveRx beta-arrestin luminescence, antagonist mode; stronger effect = lower value | max response, negative = inhibition, % | actives 2.5% (n = 360,000) | AID 652054, 2013; in the data active = max response below about -50%; inconclusive = no clear call, values can overlap the other calls; note: % is set by controls: 0 for no effect and ±100 for the full control effect; mostly tested at two doses, the higher about 12 µM
Target sequence (P35462 whole entry, looked up): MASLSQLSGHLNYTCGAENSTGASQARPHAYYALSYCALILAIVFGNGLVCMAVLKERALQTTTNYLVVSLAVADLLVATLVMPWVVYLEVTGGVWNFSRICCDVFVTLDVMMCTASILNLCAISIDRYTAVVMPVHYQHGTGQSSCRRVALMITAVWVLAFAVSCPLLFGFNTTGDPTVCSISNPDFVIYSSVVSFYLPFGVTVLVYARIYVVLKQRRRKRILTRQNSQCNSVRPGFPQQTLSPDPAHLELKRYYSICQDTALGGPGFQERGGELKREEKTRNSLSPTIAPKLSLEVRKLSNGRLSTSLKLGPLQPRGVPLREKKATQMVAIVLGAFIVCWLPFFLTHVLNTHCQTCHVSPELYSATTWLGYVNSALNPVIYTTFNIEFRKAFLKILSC
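Cells expressing the human receptor were seeded at 1500 cells/well, incubated overnight at 37 degrees C in 5% CO2, then exposed to library compounds with dopamine controls for 90 minutes at 37 degrees C before luminescent detection.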
GLP1R inv ag = qHTS of GLP-1 Receptor Inverse Agonists (Inhibition Mode) | Potency, µM (series often up to 38.3 µM), inactives show at the top dose activity change, negative = inhibition, actives largely listed as inhibitors | Glucagon-like peptide 1 receptor (Homo sapiens), P43220 | HEK293 GLP-1R CRE-luciferase, luminescence, 24 h; GLP-1R form is constitutively active | actives 1.6% (n = 410,000) | AID 624417, 2012; note: potency is the fitted concentration of half-maximal effect; % is set by controls: 0 for no effect and ±100 for the full control effect; nearly all actives have a fitted effect of over 55% in size
Target sequence (P43220 whole entry, looked up): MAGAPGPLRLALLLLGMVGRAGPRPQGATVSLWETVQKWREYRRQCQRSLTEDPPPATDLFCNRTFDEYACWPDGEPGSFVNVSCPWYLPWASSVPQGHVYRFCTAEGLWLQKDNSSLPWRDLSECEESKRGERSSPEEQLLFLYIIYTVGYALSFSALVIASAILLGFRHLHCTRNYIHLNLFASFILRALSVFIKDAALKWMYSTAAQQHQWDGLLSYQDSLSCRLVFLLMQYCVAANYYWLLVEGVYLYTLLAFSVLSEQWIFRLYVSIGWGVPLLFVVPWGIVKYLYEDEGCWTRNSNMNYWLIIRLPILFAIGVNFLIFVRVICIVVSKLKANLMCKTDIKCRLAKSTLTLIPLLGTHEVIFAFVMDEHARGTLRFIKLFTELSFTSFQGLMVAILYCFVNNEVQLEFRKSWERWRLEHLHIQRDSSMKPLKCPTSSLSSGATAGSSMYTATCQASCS
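Seeding at 200 cells/uL, 12 h culture, 24 hr compound treatment, then luciferase reagent and a luminescence read; cells are HEK293 stably expressing a constitutively active GLP-1R plus cAMP-responsive luciferase.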
GLP1R cytotox = qHTS of GLP-1 Receptor Inverse Agonists: Cytotox Screen | HEK293 cAMP-luciferase reporter cells, luminescence, 24 h | Potency, µM (doses to about 38.3 µM), for inactives: at the top dose activity change, negative = inhibition, hits mostly inhibitors | actives 0.13% (n = 410,000) | AID 624418, 2012;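 note: loss of luciferase light is scored as toxicity; potency is the fitted concentration of half-maximal effect; % is set by controls: 0 for no effect and ±100 for the full control effect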
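Compound-treated cells are incubated 24 hr at 37 deg C under 5% CO2 after a 12 hour attachment period, then luciferase detection reagent is added and luminescence is measured following 12 min at room temperature; lowered signal indicates toxicity.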
TDP43 rescue = qHTS of TDP-43 Inhibitors. Potency, µM (doses to about 46.1 µM), without a hit: top-dose growth rescue (activation), most hits filed as activators. TDP-43 expressing yeast growth rescue, BacTiter-Glo, 24 h. actives 1.8% (n = 410,000). AID 652104, 2013; note: potency is the fitted concentration of half-maximal effect; % of control where 0% means no effect; nearly all actives have a fitted effect of over 50% in size
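Readout is BacTiter-Glo luminescence of cell growth, so inhibitors register as activators. TDP-43-expressing yeast at OD600=0.02 in galactose medium, after raffinose pregrowth to mid-log, were incubated with compound for 24 hr at 30 deg C.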
DRD3 agonist = qHTS of D3 Dopamine Receptor Agonist: qHTS. D(3) dopamine receptor (Homo sapiens), P35462. D3R DiscoveRx beta-arrestin cells, luminescence, 90 min. max activation, %. actives 0.58% (n = 410,000); in the data active = max activation above about 30%; note: 0% is about no effect; mostly tested at two doses, the higher about 12 µM
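Agonist-mode cell screen: cells plated at 1500/well and incubated overnight at 37 °C, then exposed to library compounds for 90 min at 37 °C. Detection reagent was added for 30–60 min at room temperature, and luminescence was read.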
aSyn yeast inh = qHTS of alpha-syn Inhibitors; actives 0.14% (n = 370,000); Potency, µM (highest dose often 46.1 µM), inactives show at the highest dose growth rescue (activation), actives largely listed as activators; Yeast expressing alpha-synuclein, growth rescue, BacTiter-Glo, 24 h; note: potency is the fitted concentration of half-maximal effect; % of control where 0% means no effect; nearly all actives have a fitted effect of over 65% in size
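Screening used galactose-induced yeast with toxic alpha-synuclein levels, exposed to compound for 24 hr at 30 deg C. Cell growth, read with BacTiter-Glo luminescence, gave the measured signal.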
GLP-1R agonist = qHTS of GLP-1 Receptor Agonists. Glucagon-like peptide 1 receptor (Homo sapiens), P43220. HEK293 GLP-1R CRE-luciferase, luminescence, 4-6 h; cells express a hypersensitive GLP-1R form. Potency, µM (top dose mostly 45.6 µM), without a hit: top-dose activation, hits mostly activators. actives 0.007% (n = 380,000); note: potency is the fitted concentration of half-maximal effect; % of control where 0% means no effect
KB-V1 cytotox = qHTS assay for MDR1-selective chemotherapeutics: Primary screen using the drug-selected MDR subline cells KB-V1; actives 3.4% (n = 400,000); AID 1347076, 2019; Potency, µM (highest dose often 46.1 µM), for inactives: at the top dose activity change, negative = cytotoxicity, most hits filed as cytotoxic; KB-V1 MDR cells viability, CellTiter-Glo, 72 h; note: potency is the fitted concentration of half-maximal effect; % is set by controls: 0 for no effect and ±100 for the full control effect; nearly all actives have a fitted effect of over 60% in size
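KB-V1 MDR subline cells in DMEM (phenol-red free, 10% FBS) exposed to compounds in qHTS concentration series for 72 h at 37 degrees C. Viability read by CellTiter-Glo luminescence; concentration-effect curves fitted after normalization and correction.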
Active calls of the source: *; i = inactive; ? = inconclusive; . = no result given; & = joins results of further samples; [ ] = remark or other dose. Unless noted, calls come from the whole dose curve; as a rule, active = well fitted curve in the direction sought with a large enough effect; inconclusive = small, poorly fitted or top-dose-only effect, or another doubt; inactive = no such curve, though single readings can be large; an effect the other way counts as inactive or inconclusive.

#	SMILES	D3 antag	aSyn yeast inh	TDP43 rescue	PTHR1 agonist	DRD3 agonist
1	COC(=O)C1=C(c2cc3ccccc3o2)C[C@@H]2CC[C@H]1N2C(=O)N1CCC(C)CC1	-29	6%	27%	-46%[inhibitor]	6
2	CCN(Cc1nc2cc(Cl)ccc2c(=O)[nH]1)C(=O)c1cccc(OCc2c(C)noc2C)c1	12	-2%[1.84 µM]	8%	-15%	-16
3	OC1(c2ccc(F)cc2)CC2CCC(C1)N2Cc1nnnn1C1CCCC1 (configuration not stated)	-110*	8%	-10%	-5%[57.5 µM]	-23
4	CN1CCN(c2ncnc(Cl)c2N)CC1	-1	-3%	1%	?	-8
5	COc1cccc(C(=O)C2CCCN(C3CCOCC3)C2)c1 (configuration not stated)	-9	2%	20%	i	1
6	CN1CCN(c2ccc(CNC(=O)c3cccc4c(-c5ccc(F)c(F)c5)coc34)cc2)CC1	-83*	-11%	-4%	-46%[inhibitor]	-14
7	COC(=O)C1=C(c2cc3ccccc3s2)C[C@@H]2CC[C@H]1N2C(=O)N1CCCCC1	-54*	-17%	2%	-3%	-21
8	O=[N+]([O-])c1cc(O)c(O)c([N+](=O)[O-])c1	16	-8%&2%	13%	i	8
9	OC(CN1CCOCC1)c1csc2ccccc12 (configuration not stated)	7	-2%	-28%	-12%	-23
10	C=Cn1ccnc1P(=S)(c1ccc(Cl)cc1)c1nccn1C=C	-15	-2%	-7%[0.397 µM]	i	10
11	N#Cc1cccc(NC(=O)c2sc3nc4c(cc3c2N)N2CCC4CC2)c1	.	.	-8%	-32%[inhibitor]	-16
12	CN(C)S(=O)(=O)c1ccc(C(=O)NNc2nc(-c3ccccc3)c3cc(Br)ccc3n2)cc1	-11	0%	6%	i	0

#	GLP1R inv ag	GLP-1R agonist	KB-V1 cytotox	GLP1R cytotox
1	?	21%	?	1%
2	-9%	16%	0%	?
3	0%	-1%	-24%	3%
4	0%	-4%	9%	4%
5	1%	13%	-15%	25%
6	?	-15%	?	?
7	?	17%	?	5%
8	6%	-5%	-23%	-25%
9	-3%	0%	-18%	15%
10	16%	5%	?	-7%
11	3%	.	-13%	19%
12	?	-18%	?	-31%

Ordered by length of the SMILES (smallest number first): 7 of the compounds above.
#	SMILES	D3 antag	aSyn yeast inh	TDP43 rescue	PTHR1 agonist	DRD3 agonist
4	CN1CCN(c2ncnc(Cl)c2N)CC1	-1	-3%	1%	?	-8
5	COc1cccc(C(=O)C2CCCN(C3CCOCC3)C2)c1 (configuration not stated)	-9	2%	20%	i	1
8	O=[N+]([O-])c1cc(O)c(O)c([N+](=O)[O-])c1	16	-8%&2%	13%	i	8
3	OC1(c2ccc(F)cc2)CC2CCC(C1)N2Cc1nnnn1C1CCCC1 (configuration not stated)	-110*	8%	-10%	-5%[57.5 µM]	-23
11	N#Cc1cccc(NC(=O)c2sc3nc4c(cc3c2N)N2CCC4CC2)c1	.	.	-8%	-32%[inhibitor]	-16
6	CN1CCN(c2ccc(CNC(=O)c3cccc4c(-c5ccc(F)c(F)c5)coc34)cc2)CC1	-83*	-11%	-4%	-46%[inhibitor]	-14
2	CCN(Cc1nc2cc(Cl)ccc2c(=O)[nH]1)C(=O)c1cccc(OCc2c(C)noc2C)c1	12	-2%[1.84 µM]	8%	-15%	-16

#	GLP1R inv ag	GLP-1R agonist	KB-V1 cytotox	GLP1R cytotox
4	0%	-4%	9%	4%
5	1%	13%	-15%	25%
8	6%	-5%	-23%	-25%
3	0%	-1%	-24%	3%
11	3%	.	-13%	19%
6	?	-15%	?	?
2	-9%	16%	0%	?

(further entries)
#	SMILES	D3 antag	aSyn yeast inh	TDP43 rescue	PTHR1 agonist	DRD3 agonist
13	Cc1ccc(S(=O)(=O)N(C)C[C@H]2Oc3ncc(Br)cc3C(=O)N([C@H](C)CO)C[C@@H]2C)cc1	-20	?	0%	-16%	-2
14	Cc1ccc(NC(=O)CN2C(=O)CN=C(c3ccccc3)c3ccccc32)cc1Cl	.	.	?	-39%[inhibitor]	5
15	CCN1CCN(Cc2ccc(NC(=O)c3cc(NC(=O)c4cc(-c5ccc(OC)cc5)n[nH]4)cc(OC)c3)cc2C(F)(F)F)CC1	-13	-6%	-2%	-18%	-31
16	CCCCC[C@H]1CCCCC[C@@H](O)C[C@H](O)[C@H](O)/C=C/C(=O)O1	50	9%	28%	-64%[inhibitor]	6
17	NS(=O)(=O)c1ccc(CCNc2ccn3nc(-c4cccc(C(F)(F)F)c4)cc3n2)cc1	64	2%	18%	-56%[inhibitor]	16
18	CC(Cc1ccccc1)NC(=O)/C=C/c1ccc(Cl)cc1 (configuration not stated)	6	0%	-4%	-2%	2
19	O=C(CN1CCOCC1)Nc1ccc(Br)cc1C(=O)c1ccccc1	-17	-2%	-25%	i	-3
20	O=C1/C(=C/c2ccc([N+](=O)[O-])cc2)N2CCC1CC2	3	3%	0%	-25%	4
21	COc1cc(CNCCc2ccc3c(c2)OCO3)cc(OC)c1OC	-9	-3%	-5%	4%	-9
22	O=C(Nc1ccccc1)c1c(O)[nH]c(=S)[nH]c1=O	-9	-1%	-33%[inhibitor]	-95%[inhibitor]	1
23	O=C1CC(N2CC2)C(=O)N1c1ccccc1 (configuration not stated)	49	7%	14%	-17%	0
24	Cn1cnc([N+](=O)[O-])c1Oc1cccc(O)c1	-20	-4%	1%	-68%[inhibitor]	-7

#	GLP1R inv ag	GLP-1R agonist	KB-V1 cytotox	GLP1R cytotox
13	15%	1%	8%	2%
14	?	.	.	4%
15	?	9%	16µM*	?
16	?	9%	?	-6%
17	?	-5%	5%	-13%
18	?	2%	-2%	-21%
19	10%	12%	-4%	5%
20	1%	-30%	-4%	-11%
21	?	0%	?	6%
22	7%	-3%	4%	4%
23	16%	-2%	25%	-10%
24	5%	-2%	2%	?

Later entries
#	SMILES	D3 antag	aSyn yeast inh	TDP43 rescue	PTHR1 agonist	DRD3 agonist
25	CC(C)NC(=O)NC(=O)CSc1nnc(COc2ccccc2F)n1C(C)C1CC2CCC1C2 (configuration not stated)	-13	26%	-14%	i	-19
26	c1ccc(C(OCCN2CCN(c3ncccn3)CC2)c2ccccc2)cc1	-116*	-1%	-21%	-14%	-12
27	CC1CCN(CC(=O)c2ccccc2Cl)CC1	1	4%	-7%	-11%	-20
28	CC12CCC3c4ccc(OC(=O)N(CCCl)CCCl)cc4CCC3C1CCC2O (configuration not stated)	-5	?	9%	-39%	-7
29	CC1CCC(C(C)C)C(OCC(O)CNC(C)c2ccccc2)C1 (configuration not stated)	-3	1%	11%	-9%	-4
30	Cc1cc(OCC(=O)NCc2ccncc2)c2c3c(c(=O)oc2c1)CCCC3	26	1%	3%	0%	5
31	COC1=CC=C2[C@H]3Cc4ccc(OC)c5c4[C@@]2(CCN3C)C1O5 (some centres not stated)	0	1%	13%	-5%	-24
32	COC(=O)c1cccc(N=Cc2c(O)n(Cc3ccc(F)cc3)c(=O)[nH]c2=O)c1	2	-3%	0%	i	6
33	COC(=O)NC(NC(=S)Nc1ccc([N+](=O)[O-])cc1)C(Cl)(Cl)Cl (configuration not stated)	0	-15%	22%	0%	-13
34	O=[N+]([O-])c1ccc(N=Nc2c(Cl)cc(O)cc2Cl)cc1	-13	-73%[inhibitor]	-93%[inhibitor]	-43%[inhibitor]	-1
35	Cc1ccc(C(C)C)cc1OCC(=O)Nc1nnc(C2CC2)s1	8	3%	-14%	i	12
36	COP(=O)(OC)C(Nc1ccccc1)c1ccccc1 (configuration not stated)	-8	-6%	-4%	?	-4

#	GLP1R inv ag	GLP-1R agonist	KB-V1 cytotox	GLP1R cytotox
25	?	-17%	0%	?
26	?	11%	-25%	7%
27	-12%	1%	-26%	4%
28	10µM*	-2%	5.8µM*	?
29	?	6%	21µM*	?
30	3%	15%	?	-10%
31	1%	-6%	?	0%
32	12%	11%	?	-6%
33	11µM*	-36%	21µM*	?
34	?	-8%	1%	?
35	?	9%	?	-10%
36	14%	4%	-9%	8%

Copied from the list.
compound 36 – aSyn yeast inh: -6%
compound 33 – DRD3 agonist: -13
compound 21 – GLP1R cytotox: 6%
compound 23 – D3 antag: 49
compound 17 – DRD3 agonist: 16
compound 5 – D3 antag: -9
compound 11 – KB-V1 cytotox: -13%

The listing continues.
#	SMILES	D3 antag	aSyn yeast inh	TDP43 rescue	PTHR1 agonist	DRD3 agonist
37	C=CCN1C(=O)C2(C(C(=O)OCC)=C(N)Oc3ccccc32)C2=C1CCCC2=O (configuration not stated)	14	-1%	?	i	0
38	COC1C(O)C(C)OC(OC2CCC3(C=O)C(CCC4C3CCC3(C)C(C5=CC(=O)OC5)CCC43O)C2)C1O (configuration not stated)	2	4%	16%	-19%	1
39	COc1ccc(OC)c(-n2c(O)c(/C=C3\C(C)=Nc4ccccc43)c(=O)[nH]c2=O)c1	9	4%	-2%	-9%	5
40	CC1CCC(N(C)C2CCN(C)CC2)CC1 (configuration not stated)	-17	1%	5%	-24%	-10

#	GLP1R inv ag	GLP-1R agonist	KB-V1 cytotox	GLP1R cytotox
37	-3%	-8%	-3%	-7%
38	-95%	-14%	?	-26%
39	13%	-2%	-2%	18%
40	17%	-6%	4%	1%

High-throughput results: PubChem, National Center for Advancing Translational Sciences (NCATS)

These rows are one share of the data; the hit share may differ from the screen's.
